Mdm2 ligase inh = MDM2-luciferase reporter signal enhancers, primary screen, MDM2 E3 ligase inhibitor project, cell-based, luminescence, 1536-well. cell-based MDM2 ubiquitination luciferase reporter, 2 h; 0 = plate control, 100 = twice control, blank-subtracted. actives 0.11% (n = 210,000). signal enhancement, % at 5 µM. E3 ubiquitin-protein ligase Mdm2 (Homo sapiens), Q00987;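 active = signal enhancement of 30% or more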;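 also: luminescence tracks abundance of the self-degrading MDM2-luciferase fusion protein; higher signal means inhibition of MDM2 E3 ligase activity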
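Assay system: mammalian cells stably expressing self-ubiquitinating, self-degrading MDM2 E3–luciferase fusion. Quantity: 2000 cells in each well. Medium: DMEM culture medium. Compound dosing: single-point 5 µM. Timing: cell settling 4 h, compound treatment 2 h, both 37 °C. Technique: luciferase luminescence. Read-out basis: percent signal gain over controls, blank-subtracted. Benchmarks: plate controls and plate blanks.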
TNF death inh = inhibitors of TNF-alpha triggered necroptosis, primary screen, cell-based, Jurkat FADD-/-, single concentration; Jurkat FADD-/- TNF necroptosis rescue, ATP luminescence, 24 h; 0 = TNF only, 100 = no-TNF cells; activation (protection from cell death), % at 10 µM; actives 0.068% (n = 220,000); AID 463075, 2010;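 active = activation, meaning protection from cell death, of at least 50% relative to plate controls; inactive = activation below 50%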;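 also: necroptosis triggered by 40 ng/mL TNF-alpha added together with compound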
EBV gp42 inh = Epstein-Barr virus gp42 inhibitors, primary screen, biochemical, uHTS, fluorescence polarization; Glycoprotein 42 (Epstein-Barr virus (strain AG876)), Q1HVG2; Fluorescence polarization binding assay, mP read-out; inhibition, % (tested at 21.74 µM); actives 0.42% (n = 220,000); AID 1085, 2008; in the data active = inhibition above about 50%
Target sequence (Q1HVG2 whole entry, looked up): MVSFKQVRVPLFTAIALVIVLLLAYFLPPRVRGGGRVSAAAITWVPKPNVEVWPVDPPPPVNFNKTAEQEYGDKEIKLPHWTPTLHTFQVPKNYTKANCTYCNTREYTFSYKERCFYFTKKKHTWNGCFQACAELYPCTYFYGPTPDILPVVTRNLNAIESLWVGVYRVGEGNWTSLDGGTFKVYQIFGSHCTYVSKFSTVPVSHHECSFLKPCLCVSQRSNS
Runt-SMMHC FRET = inhibitors of RUNX1 Runt–CBFb-SMMHC binding, primary screen, biochemical, FRET, Cerulean-Runt, Venus-CBFb-SMMHC, uHTS; inhibition, % at 20 µM; actives 0.74% (n = 220,000); Runt-related transcription factor 1 (Homo sapiens) + Core-binding factor subunit beta …; Cerulean-Runt/Venus-CBFb-SMMHC FRET ratio 530/480, 1 h;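 active = mean inhibition across duplicate retests at 20 µM reaching about 50%, limit read from the data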;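 also: 0% = DMSO wells and 100% = wells with excess untagged CBFb-SMMHC; inhibitors lower the FRET ratio by blocking Runt binding to CBFb-SMMHC; some results filed as inactive read as strong as hits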
CHOP inh = inhibitors of CHOP promoter induction, primary screen, cell-based, unfolded protein response, luciferase reporter. CHO-K1 CHOP-promoter luciferase, tunicamycin-induced, 15-18 h. inhibition, % at 10 µM. actives 3.8% (n = 220,000). AID 2732, 2010;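 active = compounds that reduced the stress-induced luciferase reporter signal by more than about 70% of percent inhibition, limit read from the data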;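 also: 0% = tunicamycin plus vehicle and 100% = wells without tunicamycin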
PPC-1+TRAIL kill = compounds killing PPC-1 cancer cells with TRAIL present, primary screen, TRAIL potentiator project, ATPLite luminescence, uHTS; PPC-1 cells + TRAIL, ATPLite viability luminescence; cell killing (% activity), % at 4 µM; actives 0.41% (n = 220,000); AID 1443, 2008;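 active = cell killing above 50% in the first pass at 4 µM, then a duplicate retest at 5 µM averaging 50% or more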;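 also: plate controls were cells with TRAIL plus DMSO for no effect and medium-only wells lacking cells for full effect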
TRPML3 agonist = human TRPML3 channel agonists, primary screen, cell-based, HEK293 TRPML3-YFP, Fluo-8 calcium fluorescence, 3 µM. Mucolipin-3 (Homo sapiens), Q8TDD5. 100% = the carbachol control signal. actives 0.29% (n = 220,000). activation, % at 3 µM;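 active = activation above its plate's cutoff, the mean activation of the plate's test wells plus 3 SD, cut at about 12% in these data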;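 also: 0% = DMSO only wells and 100% = carbachol wells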
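system = HEK293 cells stably carrying human TRPML3-YFP | doses = one concentration, 3 µM nominal, 0.3% DMSO | timing = dye loading 1 h 37 °C then 30 min ambient, 125 s read | detection = Fluo-8 calcium dye fluorescence, ex 470-495, em 515-575 nm | benchmarks = high control carbachol 87 µM, low control DMSO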
p47phox inh = p47phox/p22phox peptide binding inhibitors, primary screen, biochemical, uHTS, NADPH oxidase regulatory subunit. Neutrophil cytosol factor 1 (Homo sapiens), P14598. fluorescence polarization, 2 h. inhibition, % at 24.7 µM. actives 0.53% (n = 220,000);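 active = inhibition above about 30%, limit read from the data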;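 also: 0% = p47phox with labelled peptide and 100% = labelled peptide alone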
Target sequence (P14598 whole entry, looked up): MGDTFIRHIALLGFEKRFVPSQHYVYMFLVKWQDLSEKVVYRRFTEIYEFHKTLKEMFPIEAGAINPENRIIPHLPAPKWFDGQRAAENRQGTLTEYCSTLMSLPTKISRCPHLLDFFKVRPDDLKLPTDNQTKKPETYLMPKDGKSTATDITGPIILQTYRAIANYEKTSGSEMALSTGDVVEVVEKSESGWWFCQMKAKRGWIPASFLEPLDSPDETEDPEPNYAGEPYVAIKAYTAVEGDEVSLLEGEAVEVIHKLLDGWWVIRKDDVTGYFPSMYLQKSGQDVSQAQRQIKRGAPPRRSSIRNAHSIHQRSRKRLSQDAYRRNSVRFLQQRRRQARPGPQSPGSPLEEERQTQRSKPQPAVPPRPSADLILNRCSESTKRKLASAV
zfTRPN1 agonist = zebrafish TRPN1 channel agonists, primary screen, cell-based, HEK293, calcium fluorescence | transient receptor potential cation channel N1 (TRPN1/NompC), Danio rerio | HEK293 zebrafish TRPN1-YFP, Fluo-8 calcium fluorescence; 100% = response to 87 µM carbachol | activation, % at 3 µM | actives 0.18% (n = 220,000) | AID 1424, 2008;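 active = activation above its plate's cutoff, the mean activation of test wells on that plate plus 3 SD, cut at about 19% in these data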;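 also: 0% = DMSO alone and 100% = 87 µM carbachol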
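Material: zebrafish TRPN1-YFP in HEK293 cells. Doses: one dose of 3 µM, 0.3% DMSO. Incubation: dye 1 h 37 °C plus 30 min RT. Measured by: intracellular calcium fluorescence with Fluo-8.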
The depositor's hits bear a star; / = no result given.

No. | smiles | Mdm2 ligase inh | TNF death inh | EBV gp42 inh | Runt-SMMHC FRET | CHOP inh | PPC-1+TRAIL kill | TRPML3 agonist | p47phox inh | zfTRPN1 agonist
1 | Clc1ccc(-c2csc3ncnc(Cl)c23)cc1 | -14 | -5.8 | -8 | -5 | 41 | -4 | 0.1 | -5 | -0.7
2 | CCOC(=O)CCCNC(=O)CCNC(=O)c1ccc(OCC(C)C)cc1 | -18 | 5.1 | -16 | 1 | 12 | 18 | -0.2 | -14 | -1.7
3 | O=C(CSc1nnnn1-c1ccc(F)cc1)Nc1nc2ccccc2s1 | 4 | 0.8 | 4 | -3 | 70* | 15 | 0.4 | -25 | 0.7
4 | O=C(O)C1CCN(c2c([N+](=O)[O-])cc(C(F)(F)F)cc2[N+](=O)[O-])CC1 | -14 | -2.5 | -17 | -1 | -13 | 37 | 1.2 | -8 | -0.6
5 | CCC(=O)Oc1ccc(/C(CC)=C(\CC)c2ccc(OC(=O)CC)cc2)cc1 | / | 1.9 | -1 | -1 | 40 | 4 | 0.5 | -6 | 0.2
6 | CCOC(=O)c1ccc(NC(=S)N(CCN2CCCCCC2)Cc2cccs2)cc1 | 2 | 1.2 | 0 | 3 | 24 | 3 | 1.4 | -2 | -0.2
7 | Fc1ccc2[nH]c3c(N4CCc5ccccc5C4)ncnc3c2c1 | -17 | -17 | -14 | -2 | 73* | -4 | 7.5 | -9 | 13
8 | C#CCOCCOCCOCCNc1nc(N2CCN(C(=O)[C@H](Cc3ccc(O)cc3)n3cc([C@@H](N)CC(C)C)nn3)CC2)nc(N2CCN(C(=O)[C@H](Cc3ccc(O)cc3)n3cc([C@@H](N)CC(C)C)nn3)CC2)n1 | / | 2.4 | -14 | -3 | 22 | 11 | -0.2 | / | -1.4
9 | CC1CCc2nn(CC(=O)NCc3ccc(F)cc3)cc2C1 (configuration not stated) | -14 | -1.3 | -4 | 0 | 6 | 18 | -0.7 | -1 | -1.8
10 | O=C(O)Cc1ccc(C(=O)c2ccc(F)cc2)s1 | -12 | 0.1 | 2 | -1 | 35 | -13 | 0.6 | -42 | -0.2
11 | CCN(CC(=O)Nc1ccc(N2CCOCC2)cc1)C(=O)COc1ccccc1OC | -9 | -1.3 | -4 | -3 | 9 | 6 | 0.9 | -3 | 0.2
12 | Cc1cc(C)n(C(=O)c2ccc(NC(=O)C3COc4ccccc4O3)cc2)n1 (configuration not stated) | -10 | -1.7 | 5 | 0 | 36 | 9 | 0.2 | -2 | -0.8
13 | Cc1noc(-c2ccccc2)c1NC(=O)Nc1ccccc1 | -10 | 1.9 | -12 | 0 | 14 | 22 | 0.6 | -14 | -1.2
14 | O=C(/C=C/c1ccccc1)NNC(=O)c1cccs1 | -6 | -3.7 | -15 | -4 | 14 | 21 | 0.4 | -2 | -0.3
15 | Cc1ccc(NNC(=O)c2c(F)cccc2Cl)cc1Cl | -4 | 2.6 | -3 | 3 | 4 | -4 | 0.1 | -16 | -0.6
16 | CC(C)C(C(=O)NCC1CCCO1)N(Cc1ccco1)C(=O)CNS(=O)(=O)c1ccccc1 (configuration not stated) | -5 | 0.6 | -16 | -1 | 11 | -9 | -0.5 | 0 | 0.2
17 | COc1cc(/C=N/NC(=S)NCc2ccccc2)ccc1OCC#N | -1 | 0.1 | 9 | -2 | 9 | 1 | 0.4 | -3 | 0.5
18 | CCOC(=O)/C(C#N)=C/Nc1ccccc1OC(F)(F)F | -11 | 1.6 | -3 | -3 | -11 | 7 | -1.0 | -13 | -2.7
19 | O=Nc1c(O)n(Cc2ccc(Cl)c(Cl)c2)c2ccccc12 | -8 | -6.0 | 0 | 0 | 107* | 13 | 0.1 | -19 | -0.3
20 | N#CCCN(C(=O)CCl)c1cccc(Cl)c1 | -18 | 11 | 1 | -2 | -82 | -2 | 0.7 | 3 | 0.7
21 | CC(C)Oc1ccccc1C1CC(=O)Nc2c1c(=O)n(C)c(=O)n2C (configuration not stated) | -6 | 0.5 | -12 | -3 | 15 | 15 | 0.6 | -12 | -0.1
22 | CCOc1ccc(C(=O)NC(=S)Nc2cccnc2)cc1[N+](=O)[O-] | -4 | 1.1 | -10 | 3 | -3 | 6 | 0.6 | -10 | 1.1
23 | Cc1ccc(CSC(Nc2ccc(F)cc2)=C(C#N)C#N)cc1 | -17 | -12 | -5 | 0 | 76* | 7 | 15* | -21 | 25*
24 | O=C(CSc1nnc2scc(-c3ccc(Cl)cc3)n12)NCc1ccco1 | -19 | -2.8 | 3 | -4 | 16 | -3 | -0.1 | -2 | -1.1
25 | C=CCSc1nc(N)c(C#N)c(-c2ccccc2)c1C#N | -5 | -1.9 | -11 | 2 | 55 | 2 | -0.2 | -13 | 0.6
26 | Cc1ccc(NC(=O)COc2ncnc3sccc23)cc1S(=O)(=O)N(C)C | 5 | 0.6 | -6 | -3 | 20 | 8 | 0.9 | -23 | 0.6
27 | CCOc1ccc(S(=O)(=O)N2CCN(C(=S)NCc3ccccc3)CC2)cc1 | -5 | 5.8 | -6 | 1 | 29 | 6 | -0.1 | -14 | -0.9
28 | COc1ccc(N2CCN(CC(=O)NC(=O)NC(C)(C)C)CC2)cc1 | -10 | -1.6 | -4 | 0 | 19 | 24 | 0.3 | -6 | -0.3
29 | CCOC(=O)c1ccc(CNC(=O)CSc2nnc(-c3ccncc3)o2)cc1 | -7 | -0.1 | -1 | -5 | 42 | -3 | 0.3 | -7 | 0.7
30 | O=C(NCc1ccccc1)c1ccc(CNc2c(N3CCCC3)c(=O)c2=O)cc1 | -16 | 0.1 | -16 | 0 | 4 | 9 | -0.4 | -2 | 1.1
31 | Cc1ccc(-c2nnc(C)c(N3CCOCC3)n2)cc1 | -16 | -3.9 | / | 1 | / | 3 | 0.5 | / | 1.6
32 | CCOc1ccc(CN2C(=O)c3ccccc3C2=O)cc1C(=O)Nc1nnc(SCC)s1 | -3 | 1.6 | -4 | 4 | 30 | 15 | 0.7 | -2 | -0.2
33 | Cc1cc(C)c2c(CN3CCOCC3)cc(=O)oc2c1C | 5 | -2.2 | -22 | 3 | 4 | -16 | -0.3 | -11 | -2.2
34 | CCCCN(c1ccccc1)c1ncnc(N)c1[N+](=O)[O-] | -2 | 0.6 | -11 | -2 | 37 | -2 | -2.3 | 2 | -4.3
35 | COC(=O)CCCC(=O)N1CCCC(CCC(=O)NCc2ccc(F)c(F)c2)C1 (configuration not stated) | 25 | 0.7 | -15 | / | -1 | / | 0.2 | 0 | -0.2
36 | Cc1ccc(C(=O)Nn2cnc3scc(-c4cccs4)c3c2=O)c(O)c1 | 6 | 0.1 | -5 | -2 | 21 | 28 | -0.1 | -19 | 0.6
37 | NC(=O)c1ccccc1N/C=C/C(=O)c1ccco1 | -16 | -4.1 | / | 16 | / | 19 | 0.6 | / | -0.8
38 | CCC(CC)=N/N=C/c1c(O)n(CC)c2cc(C3=NNC(=O)CC3)ccc12 | 4 | -5.9 | -22 | -15 | -2 | 28 | 0.5 | -13 | 0.5
39 | NC1=NC(=O)S/C1=C\c1ccc(O)cc1 | -3 | 1.6 | -12 | -17 | 11 | 5 | 0.6 | -19 | 2.9
40 | COc1cccc(NC(=O)/C=C/c2ccccc2[N+](=O)[O-])c1 | 4 | 2.1 | -6 | -3 | 33 | 23 | -0.3 | -8 | -0.5
41 | CCOC(=O)CC(=O)CSc1nc2c(c(C)c1C#N)CCC2 | -9 | -4.8 | 3 | 13 | 7 | 10 | 0.8 | -14 | -0.2
42 | Cc1c(N=C2SCC(=O)N2/N=C/c2ccccc2Cl)c(=O)n(-c2ccccc2)n1C | -20 | -0.3 | -2 | -1 | 37 | -3 | 0.1 | 8 | -0.7
43 | Cc1ccc(OCc2nnc(SCC(=O)CC(=O)Nc3ccccc3)o2)cc1 | -5 | -2.2 | -16 | 3 | 73* | 1 | -0.2 | -11 | -0.6
44 | Cc1cccc2cc(C(c3nnnn3CC3CCCO3)N3CCOCC3)c(=O)[nH]c12 (configuration not stated) | -29 | -1.6 | -9 | -4 | 15 | -15 | -0.5 | -14 | -0.8
45 | CC(/C=N\NC(=O)c1ccc(C)nc1)=C\c1ccccc1 | 1 | -0.6 | 2 | 2 | 20 | -6 | 1.1 | -6 | 2.4
46 | c1ccc2sc(NC3=NCN(CC4CCCO4)CN3)nc2c1 (configuration not stated) | -12 | 3.1 | -8 | 1 | -29 | 4 | 1.2 | -6 | -1.3
47 | CCC(=O)Nc1cccc(C(=O)/C=C/c2ccc(F)cc2)c1 | -13 | -10 | -13 | 1 | -185 | -2 | 2.2 | -23 | 3.2
48 | CCCNC(=O)CN(C)S(=O)(=O)c1c(C)cc(C)cc1C | -6 | 0.7 | -22 | -1 | -1 | 29 | 0.8 | 3 | 0.3
49 | O=C(N/N=C/c1cn(-c2ccccc2)nc1-c1cccnc1)c1ccc(F)cc1 | -3 | -2.3 | -13 | 3 | 22 | -3 | -0.1 | -13 | 1.4
50 | CCn1cc(C(=O)N2CCN(c3ccc(F)cc3)CC2)c2cc(OC)c(OC)cc2c1=O | -5 | 0.8 | -15 | -1 | -22 | 1 | -0.5 | -5 | -0.7
51 | Cc1cc(C)c2nc(-c3cccnc3)cc(C(=O)Nc3ccc(S(=O)(=O)Nc4onc(C)c4C)cc3)c2c1 | -12 | 0.4 | 12 | -8 | 10 | 18 | 0.4 | -18 | 0.0
52 | Cc1ccc(-c2cc(C(=O)Nc3ccc(S(=O)(=O)N4CC(C)OC(C)C4)cc3)[nH]n2)c(O)c1 (configuration not stated) | -2 | 1.2 | -18 | -2 | -10 | -1 | -0.1 | 1 | 0.9
53 | COc1ccccc1NC(=O)/C(=N/OCc1ccc(F)cc1)C(C)=O | -8 | -2.9 | -16 | -4 | 16 | 1 | -0.6 | -4 | 0.7

Screening results: PubChem, several laboratories

Not a hit list; about 5.9% have a hit in one of these screens.
